# TAG inh: reduces triacylglycerol accumulation in H9c2 cells; Nile Red lipid (TAG) fluorescence; cells loaded with 200 µM oleic acid; inhibition, % at 12.5 µM; 0.66% of 230,000 active;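 active = pattern-corrected inhibition of lipid staining of at least 50% with the nuclear-stain viability signal not falling by more than 50%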;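 also: 0% = DMSO wells and 100% = triacsin C control wells; some results filed as inactive read as strong as hits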
# TAG inh DAPI viability: recorded beside TAG inh, whose call it bears; DAPI nuclei signal change (viability), lower = more cytotoxic, %;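 whole-well DAPI fluorescence read on a plate reader as a viability signal; minus 50 percent equals half of cells still viable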
# Numbers without * were called inactive. Only part of the results is shown; count on the stated rates, not on these rows.
structure	TAG inh	TAG inh DAPI viability
Cc1ccc(NC(=O)C2CCCN2c2nn3c(=O)cc(C)nc3s2)cc1 (configuration not stated)	-17	4
C=CCN1C(=O)/C(=C/c2ccc(-c3ccc(F)cc3)o2)SC1=S	-12	-9
Cc1ccc(-c2onc3ccc(C4OCCO4)cc23)cc1	7	0
CCN(CC(=O)Nc1ccc2c(c1)OCCO2)CC(=O)Nc1ccccc1C(F)(F)F	-16	-1
CCN(Cc1ccccc1)C(=O)CCS(=O)(=O)c1ccc2c(c1)n(C)c(=O)c(=O)n2C	-19	3
O=C1CC(NCc2ccc3c(c2)OCO3)C(=O)N1Cc1ccc2c(c1)OCO2 (configuration not stated)	-10	-1
CN1C(=O)S/C(=C/c2ccccc2OCc2ccc(C(=O)O)cc2)C1=O	3	-7
CC1CCc2sc(C(=O)NC(C)C3CCCO3)cc2C1 (configuration not stated)	4	0
Cc1cc(=O)oc2cc(NC(=O)C(C)Oc3ccccc3)ccc12 (configuration not stated)	-9	-1
CCOC(=O)c1ccc(NC(=S)NCc2ccccc2)cc1	6	-6
CCOc1ccccc1-c1nc(C(N)=O)c2[nH]c(=O)n(-c3ccc(F)cc3)c2n1	15	11
Cc1cccc(Oc2ccc(NC(=O)c3ccccc3C(=O)O)cc2)c1C	0	-9
CCc1nc2ccc(C(=O)N(C)CCN(C)C)cn2c1N(CC)C(=O)NCCc1ccccc1	7	29
COC(=O)c1sccc1NC(=O)c1cccs1	7	-5
CCOC(=O)Nc1ccc2ncn(C)c(=O)c2c1	11	-6
CC(NC(=O)C1CSC2(C)CCC(=O)N12)c1ccccc1Cl (configuration not stated)	-9	-6
Cc1ccc(S(=O)(=O)CCC(=O)OCC(=O)NC(C)c2ccc(F)cc2)cc1 (configuration not stated)	17	8
COc1cc(OC)c(C(=O)CCCN2CCCC2)c(OC)c1	0	-2
CN(C)C(=N)c1n[nH]nc1SCc1ccccc1	-2	-2
Oc1ccc(/C=N/NC(=S)N2CCOCC2)cc1	-19	-1
CC(C)C(NS(=O)(=O)c1cccc2nsnc12)C(=O)Nc1nc2ccc(Cl)cc2s1 (configuration not stated)	9	0
CCn1c(=O)c(=O)n(CC)c2cc(S(=O)(=O)N3CCc4ccccc43)ccc21	1	-4
Clc1ccc(C2CC(c3ccco3)n3ncnc3N2)cc1Cl (configuration not stated)	1	-1
CS(=O)(=O)Nc1cccc2cccnc12	-10	8
O=C(COc1coc(CN2CCN(c3ccccc3F)CC2)cc1=O)Nc1ccccc1	-5	-3
Fc1ccc(NC(=S)NN=Cc2ccccc2Cl)cc1	-13	-4
Cc1nc(OCC(=O)c2ccc(Cl)cc2)c(C#N)c2c1COC(C)(C)C2	-2	8
COc1cccc(C(=O)Nc2cnc(NC(=O)c3ccco3)cc2C)c1	14	-9
FC(F)(F)c1cc(C(F)(F)F)c2ccc(N/N=C/c3ccccc3)nc2n1	-10	-6
COc1ccc(-n2cnnc2SC(C)C(=O)Nc2cccc([N+](=O)[O-])c2)cc1 (configuration not stated)	-11	3
Cc1ccc(C(=O)O)cc1S(=O)(=O)N1CCSCC1	7	2
Cc1c(NC(=O)c2cc(Br)ccc2Cl)cccc1-n1cnnn1	3	3
COc1cc(F)cc(-c2ccc3c(c2)c(C#Cc2ccsc2)c(-c2cc(OC)cc(OC)c2)n3C)c1	-39	114
COc1ccc(CCC(=O)NC2CCCN(Cc3ccc(Cl)cc3)C2)cc1OC (configuration not stated)	0	-2
Cn1c(=O)c2cc(NC(=S)NCc3ccccc3F)ccc2n1Cc1ccc(F)cc1	-7	5
CC1CCc2nc(N)c(C#N)c(-c3cccn3C)c2C1 (configuration not stated)	0	-5
FC(F)(F)c1nnc2ccc(Sc3ccccn3)nn12	-2	0
NS(=O)(=O)c1ccc(NC(=O)COC(=O)CSCc2ccc(F)cc2)cc1	6	-6
CCC1CCCCN1C(=O)COC(=O)c1ccc(Br)o1 (configuration not stated)	-19	-1
COc1ccccc1C(=O)COC(=O)c1ccc(-n2cnnn2)cc1	-20	4
COc1ccc(C(=O)OCC(=O)NCC2CCCCC2)c(OC)c1	9	-3
O=C1C2ON(c3ccccc3)C(c3cccnc3)C2C(=O)N1c1ccccc1 (configuration not stated)	-24	17
COc1ccc(CC(=O)Nc2cccc(S(=O)(=O)N3CCCC3)c2)cc1OC	-12	-3
CCc1ccccc1NC(=O)c1cc2sccc2n1C	-7	3
Cc1cc(NS(=O)(=O)c2ccc(NC(=O)C(C)Oc3cccc(C)c3C)cc2)nc(C)n1 (configuration not stated)	3	-4
CCCCCCN1C=CC=C/C1=C/C=C(C#N)C#N	4	-4
Cc1cccc(NC(=O)CSc2c3c(nc4ccccc24)CCC3)n1	11	-6
CN(C)CCCOc1ccc(C(C)(C)c2ccccc2)cc1	-11	13
COc1cccc(/C=C/C(=O)OCC(=O)N(C)CC(=O)Nc2ccccc2Cl)c1OC	-2	-7
Cc1c(Br)c(C(=O)NCc2cc3cc(Cl)ccc3[nH]2)nn1C	8	-3

# Entries of single compounds, looked up by structure. Order of values: TAG inh, TAG inh DAPI viability
# `Cc1cccc(NC(=O)CSc2c3c(nc4ccccc24)CCC3)n1` across the screens: 11, -6
# `COc1ccc(CC(=O)Nc2cccc(S(=O)(=O)N3CCCC3)c2)cc1OC` across the screens: -12, -3

# Back to the main list, starting 4 compounds before the break.
structure	TAG inh	TAG inh DAPI viability
Cc1cccc(NC(=O)CSc2c3c(nc4ccccc24)CCC3)n1	11	-6
CN(C)CCCOc1ccc(C(C)(C)c2ccccc2)cc1	-11	13
COc1cccc(/C=C/C(=O)OCC(=O)N(C)CC(=O)Nc2ccccc2Cl)c1OC	-2	-7
Cc1c(Br)c(C(=O)NCc2cc3cc(Cl)ccc3[nH]2)nn1C	8	-3
COc1ccc(/C=C/CN2CCCC(C(=O)c3cc(F)ccc3F)C2)cc1 (configuration not stated)	-10	8
CC1(C)C(=O)N(c2ccccc2)C(=O)c2ccccc21	3	-7
C=C[C@@H](C)N(Cc1ccc(OC)cc1)S(=O)(=O)N(Cc1ccccc1)[C@H](C=C)C(C)C	-52	8
C=CCn1c(O)c(N=O)c2ccccc21	2	-2
C=CCn1c(=O)c2ccc(C(=O)NCc3ccccc3)cc2n(Cc2cccc(Cl)c2)c1=O	40	-29
CCOc1ccc(Oc2ccc(Cl)cc2N)cc1	5	2
COC(=O)C1=C(N)Oc2cc(C)n(Cc3ccccc3)c(=O)c2C1c1ccccc1 (configuration not stated)	-9	6
COc1cccc(NC(=O)Cn2c(=O)n(CCCC(=O)NCc3ccco3)c(=O)c3ccccc32)c1	0	-5
Cc1cc(C)c(S(=O)(=O)N(C2=NCCS2)S(=O)(=O)c2c(C)cc(C)cc2C)c(C)c1	21	-16
N#Cc1cccc(NC(=O)c2cc(C3CCCCN3C(=O)C3CC3)on2)c1 (configuration not stated)	0	-10

# Shown with two lines to a compound: five of the compounds above.
# Each structure is followed by: TAG inh | TAG inh DAPI viability
> CC1CCc2sc(C(=O)NC(C)C3CCCO3)cc2C1 (configuration not stated)
  4 | 0
> COc1cc(OC)c(C(=O)CCCN2CCCC2)c(OC)c1
  0 | -2
> FC(F)(F)c1cc(C(F)(F)F)c2ccc(N/N=C/c3ccccc3)nc2n1
  -10 | -6
> COC(=O)C1=C(N)Oc2cc(C)n(Cc3ccccc3)c(=O)c2C1c1ccccc1 (configuration not stated)
  -9 | 6
> CCn1c(=O)c(=O)n(CC)c2cc(S(=O)(=O)N3CCc4ccccc43)ccc21
  1 | -4

# Next entries follow:
structure	TAG inh	TAG inh DAPI viability
O=C(Cn1cncn1)NCc1cc(F)ccc1F	-1	4
O=C(Cn1nnc(-c2ccccc2)n1)N1CCN(c2ccc(F)cc2)CC1	1	-4
COc1ccc(OC)c(NC(=O)NNC(=O)COc2ccc([N+](=O)[O-])cc2)c1	94	-56
CCOC(=O)c1sc(NC(NC(=O)c2ccco2)(C(=O)OC)C(F)(F)F)nc1C (configuration not stated)	13	5
CCOC(=O)CC1ON(C)C(=O)N1c1ccc([N+](=O)[O-])cc1 (configuration not stated)	-2	-6
N#Cc1c(/N=C/c2ccco2)sc2c1CCC2	4	-4
CN(C)c1nc2c(c(=O)[nH]c(=O)n2C)n1CCOc1ccccc1	-16	8
O=C(Cc1cccs1)Nc1nnc(CCc2ccccc2)s1	-22	7
Cc1ccc(CN(CC(=O)NCCc2ccccc2)C(=O)CCCC(=O)Nc2cc(C)on2)cc1	5	18
COc1ccc(-c2coc3cc(O)cc(O)c3c2=O)cc1	-20	4
CCc1cc2ccc(C)cc2nc1SCC(=O)N1CCN(C(=O)c2ccco2)CC1	9	-1
CCCCN1Cc2cc(C(=O)c3cc(F)ccc3O)cnc2NC1=O	11	-17
CCNC(=S)NCCN1CCOCC1	-4	7
COc1ccc(C2NC(=O)CS2)cc1OC (configuration not stated)	-10	8
CCc1nc(N)c(C#N)c(-c2ccccc2OC)c1C	-11	4
Cc1ccc(Cl)cc1N1CCN(S(=O)(=O)c2ccc3[nH]c(=O)c(=O)[nH]c3c2)CC1	1	-6
Cc1ccc(N=c2oc3cc(O)ccc3cc2C(N)=O)cc1	-2	18
Cc1ccccc1-c1cnc(C(O)c2cccc(C)c2C)[nH]1 (configuration not stated)	-4	1
CCOc1ncccc1C(=O)Nc1nc(SC)ns1	6	-1
CCn1c(SCC(=O)c2ccccc2)nnc1-c1cccs1	-138	4
COc1ccc(-c2nc(S(=O)(=O)c3ccc(C)cc3)c(N3CCCC3)o2)cc1	-3	2
Cc1cccc(N2CCN(C(=O)CN3C(=O)NC(C)(C)C3=O)CC2)c1C	-6	5
Cc1n[nH]c(C)c1CCCOc1ccccc1	-6	-2
CCCn1c(NC(=O)C2CCN(C(=O)c3ccccc3C)CC2)nc2ccccc21	3	-11
COc1ccccc1NC(=O)Nc1ccccc1C(=O)NCCCN1CCOCC1	-4	5
CC1CCc2cc(F)cc3c(O)c(C(=O)NCc4ccco4)c(=O)n1c23 (configuration not stated)	-6	-3
Nc1nc(Nc2ccc(Cl)cc2)c(NC=O)c(=O)[nH]1	0	6
O=C(CCNS(=O)(=O)c1cccc2nsnc12)Nc1ccc2c(c1)OCCO2	-20	7
CSc1nc(C)cc(OCCNS(=O)(=O)c2cc(C)ccc2C)n1	-7	0
C[C@H]1CN([C@@H](C)CO)S(=O)(=O)c2ccc(Br)cc2O[C@@H]1CN(C)Cc1cccc(F)c1	1	-4
O=C(NCC1CCCO1)c1cc([N+](=O)[O-])ccc1N1CCC(Cc2ccccc2)CC1 (configuration not stated)	1	-3
COc1cccc(C2CC(c3cccs3)=NN2C(=O)CSC2=NCCS2)c1OC (configuration not stated)	45	-8
COc1ccc(NC(=S)Nc2ccc3c(c2)c(=O)n(C)n3-c2ccccc2)cc1	3	7
Cc1cc(C(=O)CN2C(=O)NC(CCS(C)(=O)=O)C2=O)c(C)n1C1CC1 (configuration not stated)	-2	2
CC(NC(=O)COC(=O)COc1ccc(C(=O)c2ccccc2)cc1)c1ccccc1 (configuration not stated)	-8	0
Cc1ccc(C(=O)N2CC3(C)CN(C(=O)c4ccc(C)cc4)CC(C)(C2)C3=O)cc1	11	9
COc1cccc(CN2CCC(n3nccc3NC(=O)CCOc3ccccc3)CC2)c1O	-6	3
CC(C)(O)c1[nH]c2cc(C(F)(F)F)ccc2c1C(C)(C)O	-10	-10
CC(Sc1cccc2cccc(C(=O)O)c12)C(=O)O (configuration not stated)	-22	5
Cc1cc(C(=O)CCC(=O)N2CCN(c3ccccc3)CC2)c(C)s1	9	2
CN(C(=O)c1cccs1)c1ccc(OCC(=O)Nc2ccc(C(=O)O)cc2)cc1	10	-8
Cc1cccnc1NC(=S)NC(=O)/C=C/c1ccco1	-4	-3
CCOC(=O)c1csc(CCNC(=O)c2oc3c(Cl)cc(C)cc3c2C)n1	-15	1
Fc1cccc(CNc2ncnc3ccc(-c4ccc5c(c4)OCO5)cc23)c1	-26	3
CCCCNC(=O)C(NS(=O)(=O)c1cccc2nsnc12)c1ccccc1 (configuration not stated)	11	3
CC1(Cc2ccccc2Cl)C(=O)Nc2c(Cl)ccc(Cl)c21 (configuration not stated)	0	-7
CSCCC(NS(=O)(=O)c1ccc2c(c1)oc(=O)n2C)C(=O)NC1CCCCC1 (configuration not stated)	18	-10
OC1Cc2ccccc2C1Nc1cccc(C(F)(F)F)c1 (configuration not stated)	5	11
COc1ccc(NC(=O)CN2C(=O)C(=O)N(C3CCCC3)C2=O)c(OC)c1	-3	0
OCCC1CN(Cc2cccs2)CCN1Cc1ccccc1 (configuration not stated)	3	-7

# Remaining list, next part
structure	TAG inh	TAG inh DAPI viability
COc1ccc(OCCC(=O)OCC(=O)NC2CCCCCCC2)cc1	2	-3
N#Cc1c2n(c(=S)n(-c3ccc(F)cc3)c1=O)CCCCC2	1	3
CCCCCCCCc1nnc(N)s1	-3	1
CCC(C)C(=O)C(=O)N1CCC(n2nccc2NC(=O)CCOc2ccccc2)CC1 (configuration not stated)	2	2
CCC/C=C/c1ccc(CN2C(C)C(=O)N(Cc3cn(Cc4ccco4)nn3)CCS2(=O)=O)cc1 (configuration not stated)	6	-2
c1nc(Nc2ccc(N3CCOCC3)cc2)c2ccsc2n1	0	7
O=C(Nc1ccc(F)cc1)Nc1sccc1-c1nc2ccccc2s1	19	16
S=C(Nc1cccc(Cl)c1)N(CCCN1CCCC1)Cc1cccn1Cc1ccc(Cl)cc1	21	-3
COc1ccc(Cl)cc1NC(=O)CN(C)CC(=O)Nc1cccc(S(=O)(=O)N2CCCC2)c1	-6	3
O=C(NCCC1=CCCCC1)c1cc(-c2ccccn2)nc2ccccc12	7	3
N#Cc1c(NC(=O)COC(=O)c2nccnc2N)sc2c1CCCC2	-2	-1
